# MT1-MMP act inh: MT1-MMP (human) activation inhibition. 360,000 tested, 0.061% active. AID 651647. HT1080 RFP-PRO-GFP cells, GFP/RFP ratio fluorescence, overnight; percent of plate control window, DMSO zero. GFP/RFP ratio change, % at 20 µM;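 active means GFP/RFP ratio change of at least 30% with cell ATP level not reduced by more than half and red fluorescence within 50% of control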; further: strong numbers were not always called active
#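 Material – HT1080 RFP-PRO-GFP cells · Control set – DMSO wells and RFP-L50D-GFP cells · Incubation – overnight cell settling, then overnight compound exposure, 37 °C, 5% CO2 · Compound dosing – single-point 20 µM compound, 1% DMSO · Read-out – GFP/RFP fluorescence ratio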
# bovine MsrA act: activates bovine MsrA enzyme; purified bovine MsrA, absorbance read-out; 360,000 tested, 0.3% active; AID 602163; activation, % at 10.6 µM; in the data active means activation above about 7.5%;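 further: 0% = vehicle and 100% = reference activator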
# FAS TE block: blocks the thioesterase domain of human fatty acid synthase. 360,000 tested, 0.67% active. inhibition, % at 15 µM. AID 602261. P49327. recombinant FAS-TE, OMFH fluorogenic substrate, fluorescence endpoint;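 active means compounds whose normalised, plate-corrected inhibition of enzyme fluorescence in the single-dose primary screen is 50% or more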;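 further: 0% = DMSO with enzyme and 100% = substrate without enzyme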
# SKN-1 inh: blocks SKN-1 activity in C. elegans | C. elegans VP596 Pgst-4::GFP/RFP ratio, acrylamide-induced, 24 h | AID 624304 | inhibition, % at 21.8 µM | 360,000 tested, 0.49% active;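 active means interference check ratio from 0.5 to 1.5 plus GFP to RFP signal ratio inhibition reaching or exceeding a fixed threshold, cut at about 30% in these data, passing the limit was not always enough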; further: some compounds called inactive have numbers as strong as hits
# TbMetRS inhib: blocks T. brucei methionyl-tRNA synthetase activity | purified T. brucei MetRS, ATP depletion, Kinase-Glo luminescence | inhibition, % at 11.9 µM | 360,000 tested, 0.4% active;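 active means inhibition above a per-plate cutoff of the control wells' mean inhibition plus 3 SD, cut at about 5.5% in these data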;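 further: 0% = DMSO wells median and 100% = median of wells with control inhibitor compound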
#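 Test system – parasite MetRS enzyme · Reagent – substrates ATP, L-methionine and bulk Escherichia coli tRNA · Doses – 11.9 µM compound single dose, 0.9% DMSO · Times – 15 min enzyme-compound preincubation, 2 h reaction, 10 min detection, 25 °C · Signal – Kinase-Glo luminescence, ATP depletion format · Controls – DMSO-only wells as low control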
# CendR NRP1 mod: modulators of CendR peptide binding to human neuropilin-1 | O14786 | 360,000 tested, 0.85% active | inhibition, % at 25 µM | FAM-RPARPAR peptide binding to NRP-1, fluorescence polarization;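 active means inhibition or corrected inhibition above about 18%, plus a signal ratio from 0.5 to 1.5, limit read from the data, passing the limit was not always enough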; further: strong numbers were not always called active
# PABP1 MLLE inh: inhibitors of microRNA-mediated deadenylation, human PABP1 MLLE binding; GST-MLLE / FITC-PAM2 fluorescence polarization; inhibition, % at 20 µM; 360,000 tested, 0.36% active; in the data active means inhibition above about 35%, passing the limit was not always enough;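 further: plate controls were DMSO wells with GST-MLLE for no effect and wells lacking GST-MLLE protein for full effect; some results filed as inactive read as strong as hits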
# MsrA inh: inhibits bovine methionine sulfoxide reductase A | purified bovine MsrA, absorbance read-out | inhibition, % at 15.5 µM | 360,000 tested, 0.75% active; in the data active means inhibition above about 4.5%;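 further: 0% = vehicle wells with enzyme and 100% = reference inhibitor wells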
# eLon inh: inhibits E. coli Lon protease. inhibition, % at 7.94 µM. AID 602123. 360,000 tested, 0.42% active. purified E. coli Lon protease, fluorescence polarization; in the data active means inhibition above about 13%, passing the limit was not always enough;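 further: 0% = enzyme with probe and DMSO and 100% = no enzyme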
# * hit, by the source's call. No enrichment for hits. About 4% of those tested had a hit in this group.
molecule	MT1-MMP act inh	bovine MsrA act	FAS TE block	SKN-1 inh	TbMetRS inhib	CendR NRP1 mod	PABP1 MLLE inh	MsrA inh	eLon inh
COC(=O)c1ccc(C2C(C(=O)OCC(C)C)=C(C)N=C3SCCC(=O)N32)cc1 (stereo not given)	0.9	-2.5	21.2	17.5	-0.9	-2.6	39.0	-0.7	3.6
CCn1c(NCCO)nc2c(c1=O)C(C)(CC)Cc1ccccc1-2 (stereo not given)	3.1	-2.6	-3.3	-7.8	-0.1	1.2	0.5	0.5	3.0
COc1ccc([C@H]2CC(=O)C=C(c3ccc(O)cc3)C2)cc1OC	4.3	0.3	-3.8	-12.5	-0.1	4.8	4.1	0.9	-0.8
CN(C)CCNS(=O)(=O)c1ccc(Cl)cc1	-4.2	-5.2	-7.4	2.4	-0.1	9.5	-0.8	2.4	0.0
CCn1nc(C(=O)OCC(=O)NCCN2C(=O)CSC2=O)c2ccccc2c1=O	-16.5	-12.5	-8.9	-16.2	-0.3	38.2*	-34.1	-0.7	2.6
COc1ccc(CNC(=O)c2cc3c(=O)n4ccccc4nc3n(Cc3cccnc3)c2=N)cc1	-4.9	-12.1	-8.4	2.8	-0.8	-49.5	-16.9	2.1	-12.5
CN1C(=O)/C(=C/c2cccc(Cl)c2)Sc2ccc(C(=O)N3CCOCC3)cc21	2.9	-6.4	6.1	-6.8	-0.4	3.2	1.1	1.4	6.2
COc1ccc(N2CCN(c3ccc4nnc(CCC(=O)Nc5ccc(C)cc5)n4n3)CC2)cc1	2.6	1.4	0.7	-3.8	0.6	6.7	-2.6	-0.1	1.7
Cc1ccc(S(=O)(=O)N2CCOCC2)s1	1.8	-0.7	-7.4	-5.4	-0.2	-1.0	-1.6	0.1	-10.7
O=[N+]([O-])c1ccc(O)c(NC(=S)Nc2ccccc2)c1	-0.3	-0.4	12.4	17.2	0.3	15.3	22.2	0.4	1.3
CCOC(=O)c1c(-c2ccccc2)csc1NC(=O)c1ccc(S(=O)(=O)N2CC(C)OC(C)C2)cc1 (stereo not given)	4.0	-2.4	15.8	6.0	-1.0	7.0	-7.8	-1.2	0.7
CN(C(=O)COC(=O)c1cccc(NS(=O)(=O)c2ccc(F)c(F)c2)c1)C1CCS(=O)(=O)C1 (stereo not given)	2.9	-6.8	-5.0	1.7	-0.9	8.4	-1.1	-0.5	-2.6
COc1ccc2cc(/C=N/NC(=O)CN(c3ccccc3C)S(=O)(=O)c3ccccc3)c(Cl)nc2c1	3.3	-4.4	1.7	5.2	-0.5	-62.8	-51.2	-0.7	-17.6
CCS(=O)(=O)Nc1ccc2[nH]c(=O)[nH]c2c1	2.9	-3.1	-6.4	7.0	-0.9	-0.6	10.8	0.5	-1.0
Cn1ccc2c([N+](=O)[O-])cccc2c1=O	-2.7	-4.1	0.5	18.1	-0.5	0.7	-5.0	3.1	-13.0
COC(=O)[C@@H]1CCCN1Cc1nc(Cc2ccc(OC)c(OC)c2)no1	2.0	-2.1	-4.2	14.1	-0.6	-6.5	-5.7	0.0	-10.7
CN(C)CCOc1cc(Cl)cc(Cl)c1	2.9	-3.8	-8.6	7.4	0.0	-4.3	-2.9	1.3	-2.6
CCN(CC)c1ccc(NC(=O)OC)cc1	-0.2	0.9	-10.0	6.8	-0.3	-17.7	-22.8	0.1	-27.6
O=C(NCc1ccco1)c1ccc2c(c1)N(Cc1ccccc1)C(=O)CS2=O (stereo not given)	-1.7	4.4	-2.5	9.0	0.3	0.1	2.5	0.5	-6.4
Cc1ccc(-c2[nH]c3ccccc3c2SCCNC(=O)c2cc3ccccc3oc2=O)cc1	3.5	0.4	31.1	4.7	-0.1	-0.9	11.9	3.8	-7.2
Cc1ccc(C(=O)C2CCN(CC(=O)N3CCN(c4ccc(F)cc4)CC3)CC2)cc1	2.6	-3.5	-0.6	0.7	-0.1	-13.2	-7.3	-0.4	5.5
CC(C)(C)NC(=O)CCN(/N=C/c1ccccc1F)C1=NS(=O)(=O)c2ccccc21	-0.3	-1.6	8.2	11.9	-0.4	3.6	1.9	0.2	3.6
COc1ccccc1N1CCN(Cc2cc(=O)c(OCC(=O)Nc3ccccc3)co2)CC1	1.5	-12.7	-10.4	-3.6	-0.8	6.6	9.2	-0.2	-1.2
COc1ccccc1NC(=O)N1CCN(c2ccc3nncn3n2)CC1	1.7	-2.7	-8.2	-1.6	-0.3	-2.7	8.4	0.8	-5.2

# Some of these compounds in order of SMILES length, rising.
molecule	MT1-MMP act inh	bovine MsrA act	FAS TE block	SKN-1 inh	TbMetRS inhib	CendR NRP1 mod	PABP1 MLLE inh	MsrA inh	eLon inh
CN(C)CCOc1cc(Cl)cc(Cl)c1	2.9	-3.8	-8.6	7.4	0.0	-4.3	-2.9	1.3	-2.6
CCN(CC)c1ccc(NC(=O)OC)cc1	-0.2	0.9	-10.0	6.8	-0.3	-17.7	-22.8	0.1	-27.6
Cc1ccc(-c2[nH]c3ccccc3c2SCCNC(=O)c2cc3ccccc3oc2=O)cc1	3.5	0.4	31.1	4.7	-0.1	-0.9	11.9	3.8	-7.2

# (next part)
molecule	MT1-MMP act inh	bovine MsrA act	FAS TE block	SKN-1 inh	TbMetRS inhib	CendR NRP1 mod	PABP1 MLLE inh	MsrA inh	eLon inh
CCCCCCN1C[C@@H](n2cc(C3CC3)nn2)[C@H](O)C[C@@H]1c1ccc(Cl)cc1	5.2	-1.6	11.4	14.5	-1.1	5.4	8.8	-0.1	-1.2
Cc1ccc(NC(=O)CNc2cccc(Br)c2)cc1S(=O)(=O)N1CCOCC1	4.0	-1.7	15.0	6.9	0.3	10.6	-0.5	0.9	-3.2
O=C(CN1CCOCC1)NC1C2CC3CC(C2)CC1C3 (stereo not given)	2.7	-7.7	-7.6	3.5	-0.6	-7.5	2.4	0.1	-6.8
NC(=O)C1CCN(C(=O)CCNS(=O)(=O)c2ccccc2F)CC1	-0.9	-5.7	-6.8	-21.0	0.2	6.8	9.0	1.0	-4.0
Cn1c(=O)[nH]c2nnc(-c3ccc(Cl)c(Cl)c3)nc2c1=O	2.5	-0.2	5.7	-2.8	-0.4	-9.8	9.9	0.3	0.1
COc1ccc(CC(=O)Nc2ccccc2NC(=O)Cc2ccc(OC)cc2)cc1	1.6	0.4	0.7	25.6	0.6	1.5	0.8	1.6	-1.6
O=C(c1cc(-c2ccncc2)nc2ccc(Cl)cc12)N1CCN(C(=O)C2CCCO2)CC1 (stereo not given)	-1.5	-4.6	-4.2	1.7	-1.4	5.7	-4.2	0.4	-12.8
COc1ccc(NC(C)=O)cc1S(=O)(=O)N1CC=C(c2ccccc2)CC1	3.0	0.1	-7.9	0.8	-0.2	21.7	0.9	-1.1	4.4
O=[N+]([O-])c1ccc(S(=O)(=O)Nc2ccccn2)cc1	-2.8	-0.4	-4.0	12.5	1.3	0.5	34.9	0.5	-2.7
Cc1c(OC(C)C(=O)NCCCn2ccnc2)ccc2c3c(c(=O)oc12)CCC3 (stereo not given)	6.2	-0.3	-5.3	9.9	0.0	3.9	-4.5	2.5	9.4
CN(C)CC(C)(C)CN=Cc1c(O)[nH]c2ccccc12	0.1	-5.5	-5.0	-8.6	-0.6	9.3	-5.7	6.0*	8.7
COc1ccc(-c2c(C(C)=O)c(C)nc3sc4c(c23)NC(c2ccccc2)NC4=O)cc1 (stereo not given)	0.1	5.4	-2.0	-11.7	-0.5	2.4	10.8	0.0	-5.5
CNC(=O)C1(C(F)(F)F)C/C(=C\CCO)CCCO1 (stereo not given)	1.5	-2.0	-9.3	15.2	-0.2	8.1	-4.8	0.4	5.1
CCOc1ccc2c(C)c(Cl)c(=O)oc2c1	0.6	-7.0	7.0	3.7	-0.6	-24.1	1.5	1.7	-2.9
CN(C)C(CNC(=O)CCNC(=O)c1ccccc1Cl)c1ccco1 (stereo not given)	-4.5	-1.7	-9.5	-5.3	0.3	-3.2	3.1	-0.9	4.8
CCOC(=O)C(=O)N=Nc1c(O)n(C)c2ccccc12	3.0	-4.5	-7.8	-9.9	-0.2	9.2	4.7	2.0	-11.6
CC(C)n1ncc2c(C(=O)NCCOc3ccccc3F)cc(C3CC3)nc21	-4.3	-2.2	21.4	2.0	-0.4	-3.3	8.4	0.0	5.8
Cc1ccc(S(=O)(=O)C(C#N)=C2N(C)c3ccccc3N2C)cc1	1.1	-5.7	-3.9	-0.7	-0.1	-12.5	19.9	2.4	9.8
CCc1ccc(NC(=O)CNC(=O)[C@@H]2Cc3ccccc3CN2C(=O)OC(C)(C)C)cc1	-2.6	-2.1	6.7	12.2	0.1	-0.2	-3.8	-0.8	-10.3
CCCN(C(=O)CSc1cc(-c2ccccc2)c2ccc(OC)cc2n1)C1CCS(=O)(=O)C1 (stereo not given)	0.8	-4.1	0.6	-0.6	-0.2	-6.2	6.0	0.0	-4.2
COc1ncnc2c1ncn2CCCNCC(C)c1ccccc1 (stereo not given)	8.1	-1.7	-5.9	-3.8	-1.0	-7.3	22.6	-0.8	-4.4
Cc1ccc(S(=O)(=O)NCCNc2ccccc2[N+](=O)[O-])cc1	4.1	-2.7	10.1	-3.8	-0.2	-0.5	-10.2	-0.9	-0.8
CCC(=O)OC1CC(C)N(C(=O)c2ccccc2)c2ccc(C)cc21 (stereo not given)	-2.9	-3.2	0.2	-5.3	0.0	-2.0	2.7	0.0	-2.4
Cc1ccc(C)c(NC(=O)Cc2ccc(S(=O)(=O)N3CCCCC3)s2)c1	-1.1	-2.0	1.4	3.2	0.2	-4.7	-7.3	0.1	-9.8

# Entries listed so far marked active in MsrA inh:
canonical_smiles,MT1-MMP act inh,bovine MsrA act,SKN-1 inh,TbMetRS inhib,CendR NRP1 mod,PABP1 MLLE inh,MsrA inh,eLon inh
CN(C)CC(C)(C)CN=Cc1c(O)[nH]c2ccccc12,0.1,-5.5,-8.6,-0.6,9.3,-5.7,6.0*,8.7

# Following part.
molecule	MT1-MMP act inh	bovine MsrA act	FAS TE block	SKN-1 inh	TbMetRS inhib	CendR NRP1 mod	PABP1 MLLE inh	MsrA inh	eLon inh
COc1ccccc1C(=O)Nc1ccnn1C1CCN(C)CC1	0.2	-2.9	-3.1	1.0	-0.3	3.8	-7.1	-0.6	-2.3
O=c1cc(-c2ccsc2)oc2cc(-c3ccc4c(c3)OCO4)ccc12	5.8	-1.9	4.5	-8.9	-0.3	7.0	-13.2	1.9	-4.8
Oc1cc2c(cc1C(c1ccc(Br)cc1)N1CCCC1)OCO2 (stereo not given)	0.0	-6.5	6.0	11.0	-0.1	-1.4	31.0	-0.2	-0.4
CCOc1ccc(NC(=S)N(CCN2CCOCC2)Cc2cc3cc4c(cc3[nH]c2=O)OCO4)cc1	-2.1	-5.1	-0.3	1.5	0.8	4.4	-62.7	1.1	-3.6
Cc1cc(F)ccc1S(=O)(=O)Nc1ccc(C(=O)N2CCCCCC2)cc1	1.4	3.1	-2.4	-7.8	0.1	7.8	9.5	0.8	4.5
COc1cc(NC(=O)CSc2nnc(-c3ccncc3)n2C2CCCCC2)ccc1NC(=O)c1ccco1	8.6	1.4	-5.1	7.5	-0.6	-14.6	-1.3	0.3	-8.9
Cc1ccc(CNS(=O)(=O)c2c(C(=O)N3CCCCC3)c(C)n(C)c2C)cc1	2.9	-5.8	-1.3	5.9	-0.5	3.6	13.3	-0.1	-3.1
COc1ccc(CNC(=O)c2ccc3ccccc3n2)cc1OC	3.4	0.4	5.7	-8.4	0.1	-2.7	13.8	0.1	7.9
CCCCC(=O)Nc1cc([N+](=O)[O-])ccc1F	-1.9	0.3	27.8	-6.8	0.0	-13.0	4.9	-0.3	3.6
